ERK EGF block: blocks ERK signaling stimulated by EGF | actives 0.41% (n = 130,000) | AID 1454 | HEK293-V1b, EGF-stimulated phospho-ERK AlphaScreen | Potency, µM (highest dose often 11.5 µM), for inactives: top-dose activity change, negative = inhibition, hits mostly inhibitors; active = well fitted inhibition curve with a large enough effect; inconclusive = small, poorly fitted or top-dose-only effect, or effect the other way;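 also: plate controls were stimulated vehicle wells for no effect and unstimulated vehicle basal for full effect; nearly all actives have a fitted effect of over 55% in size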
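EGF-stimulated (25 nM, 5 min) phospho-ERK in HEK293 cells stably expressing V1b, cells pretreated 30 min with compound at 37C. Homogeneous AlphaScreen read on lysates.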
* marks the source's active call; other numbers are inactive results; ? = inconclusive; & = joins results of further samples; [ ] = remark or other dose. Potency is read from the fitted curve at half-maximal effect.

Sample of the layout, 5 compounds:
SMILES	ERK EGF block
Cc1ccc(-c2[nH]c(-c3ccc(Cl)cc3)nc2SCC(=O)NCC2CCCO2)cc1 (centres undefined)	-4%
O=C(NC1c2ccccc2-c2ccccc21)c1ccccc1	5%
O=C(Nc1ccccc1)/C(=C\c1ccc2c(c1)OCO2)NC(=O)c1ccco1	?
CC(C)(C)n1nnnc1C(c1ccccn1)N1CCN(C(c2ccccc2)c2ccccc2)CC1 (centres undefined)	-1%
COc1ccc(/C=N/NC(=O)c2cc(C)oc2C)cc1OC	-4%[57.5 µM]

The list itself, from the start:
SMILES	ERK EGF block
Cc1ccc(-c2[nH]c(-c3ccc(Cl)cc3)nc2SCC(=O)NCC2CCCO2)cc1 (centres undefined)	-4%
O=C(NC1c2ccccc2-c2ccccc21)c1ccccc1	5%
O=C(Nc1ccccc1)/C(=C\c1ccc2c(c1)OCO2)NC(=O)c1ccco1	?
CC(C)(C)n1nnnc1C(c1ccccn1)N1CCN(C(c2ccccc2)c2ccccc2)CC1 (centres undefined)	-1%
COc1ccc(/C=N/NC(=O)c2cc(C)oc2C)cc1OC	-4%[57.5 µM]
Cn1c(=O)n(C)c2cc(/C=N/NC(=S)NCc3ccccc3)ccc21	6%
COc1cccc(-n2cnc3c(sc4nc(N5CCOCC5)c5c(c43)CCCC5)c2=O)c1	-6%
C/C(=N\NC(=O)c1cc(-c2ccncc2)nc2ccccc12)c1ccc(OC(F)F)cc1	?
O=C(COC(=O)CNS(=O)(=O)c1cccc(Br)c1)Nc1ccccc1Sc1ccccc1	1%
COc1ccc(CCNC(=S)NC(=O)/C=C/c2ccc(C)cc2)cc1OC	-11%[57.5 µM]
Cc1ccc(C(c2nnnn2CS(=O)(=O)c2ccc(C)cc2)N2CCCC2)cc1 (centres undefined)	2%
CCCCCCCCCCCCCCCC(=O)NCCc1ccc(O)c(O)c1	-7%&4%
CCOC(=O)c1noc(C)c1C(=O)Nc1nccs1	-2%
Cc1oc2cc(O)ccc2c(=O)c1Oc1ccccc1Br	-3%[57.5 µM]
Cc1ccc(-n2c(=O)c3ccccc3n(CC(=O)NCc3ccco3)c2=O)cc1	-9%
C[C@H]1C(=O)N(C)CCN1Cc1cn(C)nc1-c1ccc(Oc2ccccc2)cc1	1%
Cc1nc2oc(C(=O)c3ccccc3)c(N)c2c2c1COC(C)(C)C2	5%
NC(=O)c1c(/N=C/c2cccnc2)sc2c1CCCC2	-10%[57.5 µM]
Cc1c(-c2ccccc2)[n+](=O)c(-c2ccc(Cl)cc2)c(C)n1[O-]	-14%
O=C(c1cc2cc(Br)cc(Br)c2oc1=O)N1CCCC1	-1%
CC(=O)N(C)c1ccc(NC(=O)Nc2ccc(C)cc2)cc1	-5%
CCCOc1ccc(N2C(=O)CC(N(Cc3ccco3)C(=O)CC)C2=O)cc1 (centres undefined)	-18%[57.5 µM]
CCN(CC)c1ccc(C=C(c2nnnn2-c2ccccc2)c2nnnn2-c2ccccc2)cc1	8%
CCCCN(C)C(=O)c1nc2ccccn2c1CN1CCN(c2cnccn2)CC1	-1%
Cc1cc(F)ccc1S(=O)(=O)Nc1ncnc2sc3c(c12)CCC3	1%[57.5 µM]
Cc1c(Cc2ccccc2)c(=O)n2c([nH]c3ccccc32)c1C#N	-21%[57.5 µM]
COc1ccc(-c2cn[nH]c2-c2ccc(OCc3ccc(F)cc3)cc2O)cc1OC	?
Cc1ccc(OCC(=O)OC2CCCN(C)C2)cc1 (centres undefined)	-11%
CCOC(=O)C1CCN(Cc2c(O)ccc3ccccc23)CC1	3%
O=C(Cn1c(CO)nc2ccccc21)NC1CCCCCC1	0%
O=C(NCCc1ccccc1)C1CCN(S(=O)(=O)N2CCCCCC2)CC1	-13%
OC(c1ccccc1)c1nccc2ccccc12 (centres undefined)	0%
COc1cc(OC)cc(C(=O)NCC(=O)N2CCC(C)CC2)c1	15%[57.5 µM]
COc1ccc(CN(C(=S)Nc2ccccc2)C2CC(=O)N(c3ccccc3)C2=O)cc1 (centres undefined)	0%
Cc1oc(C(C)(C)C)cc1C(=O)NCc1ccc2c(c1)OCO2	4%[57.5 µM]
C=CCNC(=O)C(=O)NCCOc1ccccc1Cl	1%
CCCn1c(SCC(=O)NC(C)(C)C)nnc1-c1ccco1	3%
O=c1c2ccccc2nc(COc2ccccc2)n1/N=C/c1ccc(O)cc1O	1%[57.5 µM]
COc1ccc(/C=N/NC(=S)Nc2cc(C(F)(F)F)ccc2Cl)cc1	9%[57.5 µM]
CSC1=C(C#N)C(c2ccc3c(c2)OCO3)C2=C(CCCC2=O)N1 (centres undefined)	0%
COc1cccc(/C(O)=C/c2nc3ccc(C(=O)NCCc4cccc(C)c4)cc3[nH]c2=O)c1	-2%
Cc1cc(C)n(CCN(C)c2nc3nonc3nc2N2CCCCC2)n1	4%
CC(C)(C)NCc1ccc(OCc2cccs2)cc1	4%
COc1cccc(C(=O)NCCSc2ccc(C)cc2)c1	-5%
COc1ccccc1NC(=O)Cn1nnc(-c2ccccc2NC(=O)c2cnccn2)n1	-4%

Next part, starting with the last 4 of the part before.
SMILES	ERK EGF block
Cc1cc(C)n(CCN(C)c2nc3nonc3nc2N2CCCCC2)n1	4%
CC(C)(C)NCc1ccc(OCc2cccs2)cc1	4%
COc1cccc(C(=O)NCCSc2ccc(C)cc2)c1	-5%
COc1ccccc1NC(=O)Cn1nnc(-c2ccccc2NC(=O)c2cnccn2)n1	-4%
O=C(O)c1nccnc1C(=O)Nc1ccc(Oc2c(Cl)cccc2Cl)nc1	-2%[57.5 µM]
O=C1NC(c2cccc(Cl)c2)Nc2ccccc21 (centres undefined)	8%
Cc1sc(NC(=O)CSc2nc(N)cc(N)n2)c(C#N)c1C	3%[57.5 µM]
Cc1cccc(OCCn2c(=O)oc3ccc(C)cc32)c1	1%
COC(=O)c1ccccc1-c1ccc(/C=N/Nc2nc(N3CCCC3)nc(N3CCCC3)n2)o1	?
CCCOc1ccc(C(=O)NCC(c2cccs2)N(C)C)cc1 (centres undefined)	-10%
C[n+]1nc(Nc2cccc(F)c2)sc1-c1ccc(C(=O)O)cc1	-14%[57.5 µM]
Cc1nn(Cc2cccc3ccccc23)c(C)c1NC(=O)c1cccnc1	2%
C#CCN1C(=O)S/C(=C/C=C/c2ccc(N(C)C)cc2)C1=O	?
CC(C(=O)NCCS(=O)(=O)c1ccc(Cl)cc1)S(=O)(=O)c1ccc(Cl)cc1 (centres undefined)	-4%
O=C(C[n+]1ccsc1)c1ccccc1	8%
O=C(Nc1ccc(S(=O)(=O)NCC2CCCO2)cc1)c1cnccn1 (centres undefined)	3%
COCCSc1ccccc1C(=O)Nc1cc([N+](=O)[O-])ccc1OC	-2%
CCOc1ccc(Oc2ccc(NC(=O)[C@@H](NC(N)=O)[C@@H](C)CC)cc2)cc1	-23%[57.5 µM]
COc1cccc(NC(=O)CCN2C(=O)c3ccc([N+](=O)[O-])cc3C2=O)c1	2%
O=C(COC(=O)c1cccc([N+](=O)[O-])c1)c1ccc(OCc2ccccc2)cc1	4%
O=C(CN1C(=O)CC(c2ccccc2)S(=O)(=O)c2ccccc21)N1CCCCC1 (centres undefined)	4%
COc1cccc(/C(O)=C/c2nc3ccc(C(=O)NCCc4ccc(Cl)cc4)cc3[nH]c2=O)c1	-1%
CC(NC(=O)C(NC(=O)C(Cc1c[nH]c2ccccc12)NC(=O)OC(C)(C)C)C(C)C)C(N)=O (centres undefined)	-2%
COc1cccc(CNC(=O)c2cccc(Br)c2)c1	13%
O=C(Nc1nccs1)c1ccc(S(=O)(=O)N2CCOCC2)cc1	9%
O=[N+]([O-])c1cc(S(=O)(=O)Nc2ccccc2)ccc1N1CCN(c2ccccc2)CC1	0%
CC(C)c1csc(CN2CCC(N3CCC(C(=O)N4CCOCC4)CC3)CC2)n1	1%
CCn1c(CNC(=O)c2ccco2)nnc1SCC(=O)c1ccc(OC)cc1	-1%
O=S(=O)(c1cccs1)N1CN(C2CCCCC2)c2nc3ccccc3nc21	-11%[57.5 µM]
O=C(CN1CC[n+]2c(-c3cccs3)csc21)c1ccc(-c2ccccc2)cc1	-1%
O=C(N=Nc1c(O)[nH]c2ccccc12)c1cc(-c2ccc(F)cc2)n[nH]1	-8%
O=C(CCN1C(=O)C2CCCCC2C1=O)Nc1ccc(F)c(F)c1F (centres undefined)	1%
N#C/C(=C\c1cccc(OC(=O)c2cccs2)c1)C(N)=O	-3%
O=C1N/C(=N\N=C\c2ccco2)SC1Cc1ccccc1[N+](=O)[O-] (centres undefined)	-6%[57.5 µM]
CCC(C)(NC=O)C(=O)Nc1c(C)cccc1C (centres undefined)	0%[57.5 µM]
O=c1[nH]c(=O)n([C@@H]2C[C@H](O)[C@H](CO)O2)cc1C(F)(F)F	-4%[25.7 µM]
CSCCC(NS(=O)(=O)c1ccc2ccccc2c1)C(=O)OCC(=O)c1ccc(C(C)C)cc1 (centres undefined)	9%
C=CCN(C(=O)CNC(=O)c1cccs1)C(C(=O)NC1CCCCC1)c1cccnc1 (centres undefined)	4%
COc1ccc(-n2c(SCC(=O)Nc3ccccc3OC)nc(O)cc2=O)cc1	5%[57.5 µM]
O=C(N/N=C/c1ccc(-c2ccc([N+](=O)[O-])cc2)o1)[C@H]1C[C@@H]1c1ccccc1	-3%[57.5 µM]
CCN(C(=O)COC(=O)c1ccc(S(=O)(=O)N2CCCc3ccccc32)cc1)C1CCS(=O)(=O)C1 (centres undefined)	3%
CC(C)(C)c1cc(NC(=O)Nc2ccc(Cl)cc2Cl)no1	-2%[57.5 µM]
O=C(CNC(=O)c1ccncc1)N/N=C/c1ccccc1[N+](=O)[O-]	5%
COc1ccc(S(=O)(=O)N2CCOCC2)cc1NC(=O)CN1CCC(Cc2ccccc2)CC1	-3%
CC(=O)Nc1ccccc1C(=O)C(=O)Nc1ccc(C)c(C)c1	-8%
CCC(=O)N1N=C(c2ccc(C)cc2)CC1c1ccco1 (centres undefined)	6%[57.5 µM]
COc1ccc(OC)c(NC(=O)CC2SC(=NCc3ccccc3)NC2=O)c1 (centres undefined)	37%
CCn1c(SCC(=O)N/N=C/c2ccccc2OCC(=O)O)nnc1-c1ccc(C(C)(C)C)cc1	4%[57.5 µM]
CCCn1c(N)c(Br)c(=O)[nH]c1=O	-2%

Shown field by field: part of the list above
O=c1[nH]c(=O)n([C@@H]2C[C@H](O)[C@H](CO)O2)cc1C(F)(F)F
  ERK EGF block: -4%[25.7 µM]

CCn1c(SCC(=O)N/N=C/c2ccccc2OCC(=O)O)nnc1-c1ccc(C(C)(C)C)cc1
  ERK EGF block: 4%[57.5 µM]

O=C(CNC(=O)c1ccncc1)N/N=C/c1ccccc1[N+](=O)[O-]
  ERK EGF block: 5%

CC(=O)Nc1ccccc1C(=O)C(=O)Nc1ccc(C)c(C)c1
  ERK EGF block: -8%

Additional entries
SMILES	ERK EGF block
Cc1ccc(S(=O)(=O)N(C)c2ccc(OCC(=O)Nc3nc4c(ccc5ccccc54)s3)cc2)cc1	-1%
CN(C)S(=O)(=O)c1cccc(NC(=O)c2ccncc2)c1	3%
COc1ccc(Oc2ncc3nc(C)c(=O)n(Cc4cccs4)c3n2)cc1	-3%
C/C(=C\C[Si](C)(C)C)CC[C@H](O)C1=CCCCC1=O	4%
CC(=O)c1ccc(NC(=O)Cn2nc(C)c([N+](=O)[O-])c2C)cc1	-3%
c1ccc(CNc2nc(N3CCOCC3)nc(N3CCOCC3)n2)cc1	2%
CCCCCCC1CC(=O)NC(=S)N1 (centres undefined)	1%
CN1CC(=O)N(CC(=O)Nc2ccc(Br)cc2F)C1=O	-3%
Cc1ccc(NC(=S)N(CCCN(C)C)Cc2cc3cc4c(cc3[nH]c2=O)OCO4)cc1	-3%
CC(C(=O)OCC(=O)c1cccc([N+](=O)[O-])c1)N1C(=O)C2C3CCC(C3)C2C1=O (centres undefined)	9%
N#Cc1ccc(NCC(=O)Nc2ccc3c(c2)OCCO3)cc1	5%
O=C(COC(=O)c1ccc(Cl)c(S(=O)(=O)NCc2ccccc2)c1)NCC1CCCO1 (centres undefined)	10%
Cc1cccc(NC(=S)NCc2cccs2)c1	2%
CC(C)(C)NC(=O)COC(=O)c1cc(Br)ccc1Cl	-2%
Cc1cccc(S(=O)(=O)Nc2nc3ccccc3nc2Nc2ccc3c(c2)OCO3)c1	4%
CN(C)CCCNC(=S)NCc1ccc(Cl)cc1	4%
O=C(NCC1(N2CCCCC2)CCCCC1)C1CC(=O)N(c2ccc3c(c2)OCCO3)C1 (centres undefined)	-5%
Cn1c(=O)[nH]c2ncccc21	-6%[57.5 µM]
Cn1c(CNC(=O)c2ccccc2F)nnc1SCc1nc2ccccc2c(=O)[nH]1	-15%
COc1ccc(C(=O)Nc2nncs2)c(OC)c1	-1%
Cc1cc(OCC(=O)NC(C)C)cc(C)c1Br	-2%
COc1ccc2[nH]c(=O)c(CNc3cc(C)ccc3C)cc2c1	7%[57.5 µM]
CCCCCc1nc2sc3c(c2c(=O)n1N)CCC3	-12%
Cc1ccc(Cl)cc1NC(=O)COC(=O)C12CC3CC(CC(C3)C1)C2	?
Cn1nnnc1SCC(=O)NNC(=O)c1ccc(F)cc1	-2%
CCc1cc(C(=O)N2CCCC(CNC(=O)c3ccc(-c4ccccc4)cc3)C2)no1 (centres undefined)	-7%
Cc1ccc(NC(=O)/C=C\C(=O)NCC(=O)O)cc1	-6%
CCN(CC)c1ccc(C=Nc2cc(C)ccc2C)c(O)c1	-4%
Cc1cc(C)cc(Oc2ccccc2CO)c1	-9%
O=C(c1nc2ccccn2c1CN1CCCC(c2nc3ccccc3o2)C1)N1CCCC1 (centres undefined)	7%
COCCNc1ccc([N+](=O)[O-])cc1C(=O)Nc1cccc(C)n1	-3%
CCC(CC)NC(=O)c1cccc(Br)c1	-7%
Cc1ccc(NC(=O)CCC(=O)N/N=C/c2ccc([N+](=O)[O-])o2)cc1C	1%[57.5 µM]
CC(C)OC(=O)Cn1nnc2c(cnn2-c2ccccc2)c1=O	0%

From PubChem

Some of the compounds tested; rates above refer to the full screens.
